From PubChem BioAssay
MBNL1-CUG inh = blocks human MBNL1 binding to CUG repeat RNA | Potency, µM (series often up to 57.5 µM), for inactives: at the highest dose activity change, negative = inhibition, hits mostly inhibitors | Q9NR56 | 0.036% of 280,000 active | AID 2675 | TR-FRET MBNL1-His/biotin-(CUG)12 binding, 665/545 ratio; active means well fitted inhibition curve with a large enough effect in the signal ratio, with a control signal flat, not every such curve was filed as active; inconclusive means small, poorly fitted or top-dose-only effect, or effect the other way, or a change in a side signal; inactive means no such curve, though single readings can be large or run the other way; the % refers to the signal ratio; further: potency means the concentration at half of the fitted maximal effect; on the % scale 0 is the no-effect control and ±100 the full control effect
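MBNL1-His + Biotin-(CUG)12, cpd titration 92 nM–58 uM; Tb anti-His Ab 0.055 ng/ul, SA-XL665 5 nM (final); 60 min RT; ratiometric 665/545 nm, Ex 340 nm; normalized to buffer and full-complex controls.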
Rab9 promoter act = activates the Rab9 promoter | Huh7 Rab9 promoter-luciferase reporter, luminescence, 24 h | Potency, µM (highest dose often 9.22 µM), for the others: at the highest dose activation, negative = inhibition, hits mostly activators | 2.8% of 320,000 active | AID 485297; further: potency means the concentration at half of the fitted maximal effect; % of control where 0% means no effect; nearly all actives have a fitted effect of over 60% in size
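Huh7 reporter line, Rab9 promoter upstream of luciferase. Compound exposure 24 h at 37 °C in reduced-serum medium with 10% FBS. Read-out: luminescence.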
VP16 counter = Gal4-VP16 reporter inhibition counter-screen. Drosophila S2 Gal4-VP16 UAS-luciferase, luminescence, 20 h. Potency, µM (doses to about 53.6 µM), for the others: at the top dose activity, negative = inhibition, hits mostly inhibitors. 3.5% of 310,000 active. AID 2546;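 further: Gal4-VP16 expression switched on by copper sulfate through the metallothionein promoter; potency means the concentration at half of the fitted maximal effect; on the % scale 0 is the no-effect control and ±100 the full control effect; nearly all actives have a fitted effect of over 50% in size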
PKM2 activator = increases activity of human pyruvate kinase M2. purified PKM2, Kinase-Glo ATP luminescence, activation; response scale: 0% is enzyme alone, no compound. 0.34% of 260,000 active. P14618. AID 1631. Potency, µM (doses to about 57.5 µM), for the others: at the top dose activation, usual class: activators; further: potency means the concentration at half of the fitted maximal effect; on the % scale 0 is the no-effect control and ±100 the full control effect; nearly all actives have a fitted effect of over 55% in size
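Purified hPK-M2 (>95% pure) converted ADP (0.1 mM final) to ATP with 0.5 mM PEP in 50 mM imidazole pH7.2, KCl, MgCl2, Tween 20, BSA; 1 h at room temperature. ATP detected by Kinase-Glo luminescence.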
FLuc counter = counter-screen for miR-21 project: firefly luciferase inhibitors or activators. purified FLuc, Km substrates, luminescence inhibition. Potency, µM (top dose mostly 57.5 µM), for the others: at the highest dose activity change, negative = inhibition, most hits filed as inhibitors. 6.9% of 360,000 active;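 further: potency means the concentration at half of the fitted maximal effect; plate controls were vehicle for no effect and reference inhibitor for full effect; nearly all actives have a fitted effect of over 55% in size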
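Purified P. pyralis luciferase, 10 nM final, with Km-level 10 uM D-luciferin and 10 uM ATP in 50 mM Tris acetate pH 7.5, 10 mM Mg acetate, 0.01% Tween-20, 0.05% BSA; 6-point qHTS titration about 60 µM downward; luminescence read.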
RORgamma inh = inhibitors of mouse ROR gamma transcriptional activity; P51450; Drosophila S2 Gal4-RORgamma UAS-luciferase reporter, 20 h; Potency, µM (doses to about 53.6 µM), inactives show top-dose activity change, negative = inhibition, actives largely listed as inhibitors; 5.4% of 310,000 active; further: potency means the concentration at half of the fitted maximal effect; on the % scale 0 is the no-effect control and ±100 the full control effect; nearly all actives have a fitted effect of over 60% in size
Target sequence (P51450 whole entry, looked up, the tested form may be a part): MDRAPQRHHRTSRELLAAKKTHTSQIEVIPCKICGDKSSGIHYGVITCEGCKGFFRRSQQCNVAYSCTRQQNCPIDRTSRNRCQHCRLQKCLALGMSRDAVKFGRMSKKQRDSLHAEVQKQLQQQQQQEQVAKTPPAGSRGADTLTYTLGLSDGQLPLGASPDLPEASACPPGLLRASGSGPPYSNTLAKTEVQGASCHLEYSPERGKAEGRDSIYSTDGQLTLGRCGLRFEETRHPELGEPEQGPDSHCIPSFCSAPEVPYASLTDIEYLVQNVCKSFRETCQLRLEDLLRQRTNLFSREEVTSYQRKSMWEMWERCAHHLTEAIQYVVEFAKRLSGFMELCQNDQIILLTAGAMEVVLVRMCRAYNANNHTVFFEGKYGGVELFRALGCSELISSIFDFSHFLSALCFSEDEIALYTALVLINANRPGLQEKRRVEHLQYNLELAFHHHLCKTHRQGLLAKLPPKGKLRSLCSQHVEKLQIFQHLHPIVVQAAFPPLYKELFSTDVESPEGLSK
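Drosophila S2 cells stably expressing Gal4-DBD/mouse RORγ fusion under metallothionein promoter plus UAS-luciferase; compound 1 h, then 700 uM CuSO4 induction for 20 h at ambient temperature; inhibition read as reduced luminescence.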
Menin MLL FP TR = displaces Texas Red mutant MLL peptide from human menin; O00255; Potency, µM (titrated, usually from 61.6 µM), without a hit: top-dose FP activity change, negative = inhibition, actives largely listed as inhibitors; Menin + Texas Red MLL mutant peptide, fluorescence polarization; AID 1768; 0.23% of 270,000 active; active means well fitted inhibition curve with a large enough effect in the polarisation, with a control signal flat, not every such curve was filed as active; inconclusive means small, poorly fitted or top-dose-only effect, or effect the other way, or a change in a side signal; inactive means no such curve, though single readings can be large or run the other way; the % refers to the polarisation; further: potency means the concentration at half of the fitted maximal effect; % of control where 0% means no effect; many of its hits are not listed in these tables
Target sequence (O00255 whole entry, looked up): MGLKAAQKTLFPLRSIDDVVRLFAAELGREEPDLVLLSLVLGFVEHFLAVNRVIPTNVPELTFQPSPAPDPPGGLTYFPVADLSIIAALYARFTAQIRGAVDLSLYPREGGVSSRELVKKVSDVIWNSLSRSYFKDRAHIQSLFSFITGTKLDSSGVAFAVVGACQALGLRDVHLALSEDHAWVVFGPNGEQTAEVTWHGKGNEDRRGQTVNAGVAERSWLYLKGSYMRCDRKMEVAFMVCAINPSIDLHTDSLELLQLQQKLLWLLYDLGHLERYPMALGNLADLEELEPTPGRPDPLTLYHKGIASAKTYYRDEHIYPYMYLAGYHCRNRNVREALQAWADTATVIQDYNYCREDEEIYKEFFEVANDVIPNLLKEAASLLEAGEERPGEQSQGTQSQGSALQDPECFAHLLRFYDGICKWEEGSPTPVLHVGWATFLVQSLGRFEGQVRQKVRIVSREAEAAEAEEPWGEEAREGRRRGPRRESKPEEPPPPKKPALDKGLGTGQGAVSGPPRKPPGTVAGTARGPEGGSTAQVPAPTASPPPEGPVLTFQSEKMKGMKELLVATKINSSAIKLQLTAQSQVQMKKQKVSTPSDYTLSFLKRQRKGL
KCNH2 3.1 block = blocks the human KCNH2 3.1 channel isoform | U2OS KCNH2 3.1, thallium flux FluxOr; active compounds read low | activity change, % (tested at about 1.8 µM) | 0.95% of 340,000 active | AID 720553;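 active means maximum activity change below -70%; inconclusive means maximum activity change from -70% to -50%; inactive means maximum activity change above -50%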;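 further: thallium influx rate constant from kinetic fluorescence after stimulation buffer; on the % scale 0 is the no-effect control and ±100 the full control effect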
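Steps: virus added to U2OS suspension (4 h, RT, dark); medium with 10% FBS added, cells plated, 37 C overnight; FluxOr/Red40 loading buffer 45 min RT; stimulation buffer, 2 min kinetic read; rate constant normalized.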
NPC1 promoter act = activators of NPC1 promoter; Potency, µM (doses to about 9.22 µM), for inactives: top-dose activation, usual class: activators; 2.4% of 320,000 active; Huh7 NPC1 promoter luciferase reporter, 24 h;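 further: potency means the concentration at half of the fitted maximal effect; % of control where 0% means no effect; nearly all actives have a fitted effect of over 60% in size; reporter is driven by a mutant NPC1 promoter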
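Huh7 reporter cells (NPC1 promoter driving luciferase) are dosed with compound for 24 h at 37 °C, 5% CO2; luciferase detection reagent is then added and luminescence measured after 10 min at ambient temperature.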
Mito fusion act = inhibitors of mitochondrial division or activators of mitochondrial fusion; Potency, µM (series often up to 46.1 µM), for the others: at the top dose growth rescue (activation), hits mostly activators; AID 485298; 0.23% of 320,000 active; S. cerevisiae fusion-defective mutant growth rescue, CellTiterGlo 48 h;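 further: potency means the concentration at half of the fitted maximal effect; % of control where 0% means no effect; nearly all actives have a fitted effect of over 45% in size; temperature-sensitive fusion mutants such as fzo1-1 at 37 °C on non-fermentable ethanol glycerol medium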
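Growth-rescue viability read-out: after 48 h at the non-permissive 37C in glycerol/ethanol YPEG, yeast mitochondrial fusion mutants are measured by CellTiterGlo luminescence; compounds (23 nl pinned per well) restoring growth score as division inhibitors or fusion activators.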
ELG1 repair inh = blocks ELG1-dependent DNA repair in HEK293T cells; HEK293T ELG1-luciferase reporter, luminescence, 16 h; DNA damage induced by 5-fluorouridine; Potency, µM (highest dose often 46.1 µM), for inactives: at the top dose activity change, negative = inhibition, actives largely listed as inhibitors; 2.3% of 330,000 active; further: potency means the concentration at half of the fitted maximal effect; on the % scale 0 is the no-effect control and ±100 the full control effect; nearly all actives have a fitted effect of over 55% in size
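HEK293T cells expressing luciferase-tagged ELG1 (2,000/well) received 5-Fluorouridine plus compound or DMSO for 16 hr at 37 °C. Luciferase was read by ONE-Glo luminescence after 30 min at room temperature.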
The depositor's hits bear a star; ? = inconclusive; nt = no result given; [ ] = remark or other dose. Unless noted, the call rests on the fitted dose curve; in most records, active means well fitted curve in the direction sought with a large enough effect; inconclusive means small, poorly fitted or top-dose-only effect, or another doubt; inactive means no such curve, though single readings can be large; an effect the other way counts as inactive or inconclusive. This is a subset. The share of hits here may be higher or lower than overall.

SMILES	MBNL1-CUG inh	Rab9 promoter act	VP16 counter	PKM2 activator	FLuc counter	RORgamma inh	Menin MLL FP TR	KCNH2 3.1 block	NPC1 promoter act	Mito fusion act	ELG1 repair inh
CC(NC(=O)C1CCN(c2nnc(N3CCCC3=O)s2)CC1)c1ccccc1 (stereo unspecified)	3%	4%	5%	0%	1%	17%	-11%	-27	7%	-2%	-11%
COc1ccc(C(=O)NC2CCN(C(=S)NCCc3ccccc3)CC2)cc1	-1%	-5%	6%	30%	1%	-2%	-23%	-11	1%	5%	-5%
O=C(NCc1ccc(F)cc1)C1CCCN1C(=O)Nc1ccccc1 (stereo unspecified)	-1%	6%	4%	0%[11.5 µM]	0%	4%	8%	-6	-7%	0%	-5%
O=C(Nc1ccc2c(c1)OCO2)c1ccc(CO)cc1	nt	2.8µM*	nt	nt	9.5µM*	nt	nt	9	3.2µM*	-1%	?
CCOC(=O)c1cnc2c(N=Nc3cccc(Cl)c3)c(N)nn2c1N	0%	3%	-1%	1%	?	0%	30%[activator]	nt	0%	1%	11%
Cc1ccccc1C(=O)Nc1ccc2c(c1)C(=O)NC2=O	22%	0%	0%	3%	-2%	-3%	?	-9	0%	-3%	24%
COc1ccc(Cl)cc1NC(=O)CN1CCCCCC1	nt	2%	6%	1%	-16%	10%	-12%	33	-2%	14%	nt
Cc1ccc(-c2nnc(SCC(=O)N3CC(C)CC(C)C3)o2)cc1C (stereo unspecified)	-1%	-1%	-4%	7%	?	?	-14%	-5	0%	11%	-5%
Cc1ccnc(NC(=O)c2ccc(S(=O)(=O)N3CCCCC3)cc2)c1	nt	1%	nt	nt	-9%	nt	nt	8	3%	13%	-8%
COc1ccc(N2CCN(C(=O)CCC(=O)N3CC(C)Oc4ccccc43)CC2)cc1 (stereo unspecified)	-4%	2%	5%	?	0%	24%	-23%	-6	1%	-1%	-25%
Cc1ccc2cc(NC(=O)CC(CC(=O)O)c3ccccc3)ccc2n1 (stereo unspecified)	6%	-8%	13%	nt	1%	-8%	-10%	3	0%	-20%	-1%
CCNc1nc(C(=O)O)nc(N2CCOCC2)n1	-5%	1%	-17%	1%	0%	9%	9%	0	-1%	8%	-1%
O=C(NCc1ccc(F)cc1)c1cc2sccc2n1Cc1ccc(F)cc1	1%	0%	2%	7%	2%	?	31%[activator]	nt	-7%	6%	?
COC(=O)COc1cccc2c(=O)n(CC(=O)N3CCC(C)CC3)ccc12	8%	1%	1%	-2%	-3%	9%	nt	11	-1%	0%	0%
COC(=O)CCC(=O)OC1(C)C(=O)C=C2C=C(C3CC3)N(Cc3ccc(OC)cc3)C=C2C1=O (stereo unspecified)	?	2%	7%	4%[11.5 µM]	2%	14%	-9%[11.7 µM]	19	0%	5%	15%
Cc1cc(-c2nnc(SCC(=O)Nc3ccc(F)cc3F)n2N)n[nH]1	-4%	-1%	-26%	nt	0%	0%	-12%	2	1%	0%	27%
COc1ccccc1C1CCN(Cc2ccc(C)cc2)CC1	-2%	-1%	-7%	nt	14%	-13%	-27%	-84*	-5%	-1%	-2%
CC(=O)Nc1ccc(OCC(O)CN2C(C)CCCC2C)cc1 (stereo unspecified)	-15%	-3%	13%	0%	0%	10%	-2%	8	-2%	-4%	22%
COc1ccc(-c2nnc(NC(=O)C3CCCO3)s2)cc1 (stereo unspecified)	2%	4µM*	-9%	-10%	12µM*	?	-19%	9	2.5µM*	0%	?
O=C(NN1C(=O)NC2(CCCCC2)C1=O)c1ccc(-c2ccc([N+](=O)[O-])cc2)o1	?	-1%	-4%	-6%	-3%	23%	nt	12	1%	1%	-4%
CCOC(=O)N1CCN(C(=O)Nc2ccc3nccnc3c2)CC1	?	-2%	-1%	5%	-18%	59%	-3%	1	0%	-2%	-7%
Cc1ccc(C(NC(=O)NC(C)c2ccccc2)C(Cl)(Cl)Cl)cc1F (stereo unspecified)	-6%	0%	?	0%	6%	-10%	?	-25	-2%	-7%	?
C=CCNC(=S)NNC(=O)COc1c(Cl)cc(Cl)cc1Cl	?	0%	1.6µM*	-8%	2%	1.3µM*	10%	6	0%	28%	-18%
O=C(O)c1nn(CC(=O)N2CCCCCC2)c(=O)c2ccccc12	6%	5%	6%	-4%	?	-3%	-4%	4	-3%	-4%	12%
O=C(OCc1nnc(-c2ccccc2)o1)c1cccc(-n2cnnn2)c1	nt	8%	nt	nt	5%	nt	nt	13	1%	-2%	22%
O=C(CCNC(=O)c1ccc(Cl)cc1)NCc1ccccc1Cl	nt	-4%	nt	nt	1%	nt	nt	10	0%	1%	8%
CCOC(=O)/C=c1\sc2n(c1=O)CCN=2	?	3%	-2%	-4%	1%	4%[10 µM]	4%	6	7%	1%	2%
Cc1cc2n(n1)SC(Nc1cccc3ccccc13)N2 (stereo unspecified)	54%[activator]	?	4.5µM*	-4%	-9%	2µM*	21%	-5	?	1%	?
CC(=O)Nc1ccc(NC(=O)CSC2=NCCS2)cc1	-11%	-8%	-5%	0%	0%	1%	-1%	8	2%	-4%	-12%
COc1ccc(CNC(=O)CSCc2c(F)cccc2Cl)cc1	-11%	-2%	-3%	-3%	-12%	-3%	?	5	-3%	6%	?
Cc1ccc(NC(=O)N2CCSc3ccccc32)cc1	6%	-25%	10%	3%	?	9%	1%	3	-3%	-7%	?
CCOC(=O)C1CCN(C(=O)c2ccc3nc(-c4ccc(OC)cc4)c(-c4ccc(OC)cc4)nc3c2)CC1	?	2%	-3%	nt	0%	10%	nt	-2	-8%	-22%	?
C=CCNC(=O)CN(c1cc(Cl)ccc1OC)S(=O)(=O)c1ccc(C)c([N+](=O)[O-])c1	7%	-11%	7%	-3%	2%	-1%	0%	-7	-4%	3%	-2%
O=S(=O)(NCCc1ccccn1)c1ccc(OC(F)(F)F)cc1	0%	4%	7%	-7%	0%	34%	nt	-13	-2%	-1%	-4%
Cc1cc(=O)[nH]c(-c2cccs2)n1	-2%	-2%	-3%	-4%	2%	-16%	nt	14	-3%	3%	?
O=C1CCCC/C1=C\Nc1ccc(Cl)cn1	19%	?	8%	-2%	17µM*	0%	-2%	-24	?	-1%	?
Cc1ccc(S(=O)(=O)/C=C2\NC(=O)CS2)cc1	-4%	-2%	-5%	23%	0%	?	-15%	-5	-3%	-1%	6%
O=C(O)/C=C/c1ccc(S(=O)(=O)Nc2cccnc2)cc1	13%	0%	1%	0%	-1%	-14%	-7%	10	2%	0%	10%
CC(=O)c1ccc(NC(=O)C[n+]2ccc(N(C)C)cc2)cc1	-5%	-3%	-2%	2%[11.5 µM]	8%	-1%	-12%	23	-5%	-10%	-10%
COCCNC(=O)/C(C#N)=C/c1cccc(/C=C(\C#N)C(=O)NCCOC)c1	nt	0%	11µM*	11%	?	13µM*	39%[activator]	-1	-3%	-3%	21µM*
Cc1ccc(S(=O)(=O)N2C(=O)CCC2C(=O)O/N=C(\N)c2cccc([N+](=O)[O-])c2)cc1 (stereo unspecified)	?	-1%	-10%	-29%	0%	3%	nt	1	-8%	-1%	-9%
Cc1cc(S(=O)(=O)N2CCOCC2)ccc1OCC(=O)Nc1cccc(F)c1	-12%	0%	-3%	-2%	5%	12%	?	-3	2%	8%	12%
CCc1nn(CCCC(=O)Nc2ccc(C)cc2C)c(=O)c2cc3occc3n12	4%	-5%	5%	nt	-1%	27%	-13%	-1	-4%	23%	3%
c1cncc(-c2nc(N3CCOCC3)c3c4c(sc3n2)CCC4)c1	-6%	-6%	-12%	-1%	-11%	1%	-19%	-6	-1%	3%	-1%
Cc1[nH]nc(-c2ccc(O)cc2O)c1-c1nc2ccccc2s1	-12%	0%	-9%	7%	-13%	3%	0%	3	0%	4%	-9%
O=C(Cn1cnc2c(nnn2Cc2ccc(F)cc2)c1=O)NCc1ccc2c(c1)OCO2	-11%	-2%	-8%	-1%	0%	20%	-1%	3	1%	-4%	-2%
COc1cc(/C=N/NC(=O)CCN2CCN(C)CC2)cc2c1OCO2	-1%	-1%	-7%	-2%	1%	0%	nt	-9	3%	-3%	-3%
